High-throughput results as filed in PubChem BioAssay.
XBP1 UPR activ = activators of adaptive arm of unfolded protein response (XBP1); CHO-XBP1 luciferase reporter, IRE1-XBP1 UPR activation, luminescence; percent of tunicamycin response, DMSO as zero; activation, % at 20 µM; hit rate 0.33% among 330,000; AID 463104;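 active means versus positive control, 20 µM dose yields 30% or more activation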;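 further: 100% = tunicamycin at 10 µg/mL and 0% = DMSO only wells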
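Material: IRE1-XBP1 luciferase reporter CHO line / Quantity: one thousand reporter cells per well / Buffer or medium: F12 with 10% serum / Compound: 20 µM single concentration, DMSO 1% / Times: 6 h treatment, 37 °C / Detection: Steady-Glo luciferase glow luminescence, 10 min after reagent addition / Benchmarks: tunicamycin high, DMSO low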
tim23-1 inh = tim23-1 yeast growth inhibition; hit rate 1.3% among 330,000; S. cerevisiae tim23-1 growth, BacTiter-Glo luminescence, 24 h; inhibition, % at 20 µM;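 active means growth inhibition of the mutant yeast at or above 50%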;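 further: temperature-sensitive mutant grown at 25 °C; plate controls were DMSO-treated mutant yeast for no effect and medium wells lacking yeast for full effect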
CXCR6 inh = inhibitors of human CXCR6 receptor | O00574 | CHO-K1 PathHunter CXCR6 beta-arrestin, luminescence | inhibition, % at 20 µM | hit rate 0.36% among 360,000 | AID 602244; in the data active means inhibition above about 34%, passing the limit was not always enough;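 further: antagonist mode with CXCL16 agonist at 10 nM final; 0% = 10 nM CXCL16 with DMSO and 100% = unstimulated wells without agonist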
Target sequence (O00574 whole entry, looked up): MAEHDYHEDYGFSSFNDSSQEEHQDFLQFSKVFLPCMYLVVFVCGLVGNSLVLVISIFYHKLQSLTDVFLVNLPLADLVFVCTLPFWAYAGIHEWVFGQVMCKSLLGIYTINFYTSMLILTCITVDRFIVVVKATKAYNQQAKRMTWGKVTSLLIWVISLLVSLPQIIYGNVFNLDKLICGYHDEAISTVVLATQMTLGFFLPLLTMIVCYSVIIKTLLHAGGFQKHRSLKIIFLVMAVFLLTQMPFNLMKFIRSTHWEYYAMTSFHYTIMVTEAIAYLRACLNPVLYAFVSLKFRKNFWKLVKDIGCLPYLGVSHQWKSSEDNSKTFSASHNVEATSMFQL
APJ antag = APJ receptor antagonism; P35414; inhibition, % at 20 µM; hit rate 0.32% among 330,000; CHO-K1 APJ beta-arrestin complementation, luminescence;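 active means inhibition above about 40% at 20 µM, limit read from the data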;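 further: cells challenged with 10 nM apelin-13 agonist together with compound; plate controls were apelin-13 plus DMSO wells for no effect and DMSO wells lacking apelin-13 for full effect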
Target sequence (P35414 whole entry, looked up): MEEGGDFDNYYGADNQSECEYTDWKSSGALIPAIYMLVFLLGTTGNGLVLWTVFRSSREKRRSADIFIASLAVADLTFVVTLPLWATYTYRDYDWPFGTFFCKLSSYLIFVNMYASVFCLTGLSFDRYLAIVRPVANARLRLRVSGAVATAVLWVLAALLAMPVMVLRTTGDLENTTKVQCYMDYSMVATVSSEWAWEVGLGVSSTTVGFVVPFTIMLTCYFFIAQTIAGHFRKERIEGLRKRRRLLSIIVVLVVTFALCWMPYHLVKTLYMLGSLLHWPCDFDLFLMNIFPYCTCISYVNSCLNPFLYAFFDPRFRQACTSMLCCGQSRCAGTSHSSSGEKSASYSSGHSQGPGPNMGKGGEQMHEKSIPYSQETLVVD
Mdm2 MdmX PPI = human Mdm2/MdmX binding inhibition | inhibition, % at 8 µM | hit rate 3% among 330,000 | SaOS-2 split-luciferase Mdm2/MdmX complementation, luminescence | O15151+Q00987 | AID 485346;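 active means inhibition of at least 50% at 8 µM in the primary screen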
tim10-1 inh = tim10-1 yeast growth inhibition | hit rate 2.2% among 330,000 | S. cerevisiae tim10-1 ts strain growth, BacTiter-Glo, 24 h | inhibition, % at 20 µM;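 active means inhibition of at least 40%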;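 further: mutant grown at 25 °C; 0% = DMSO wells with yeast and 100% = wells holding no yeast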
APJ agonist = activates the human apelin receptor APJ; CHO-K1 APJ PathHunter beta-arrestin, luminescence; 0% DMSO wells, 100% apelin; P35414; activation, % at 20 µM; hit rate 0.11% among 330,000;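 active means activation more than six SD over the plate average, tested at 20 µM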;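 further: 0% = DMSO alone and 100% = apelin-13 at 10 nM; some results filed as inactive read as strong as hits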
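Assay system – PathHunter CHO-K1 APJ (AGTRL-1) beta-arrestin reporter cells · Compound – one dose, 20 µM compound, 1% DMSO · Timing – compound 90 min 25 °C, reagent 1 h · Measured by – luminescence from split beta-galactosidase complementation, Galacton Star/Emerald II substrate · Measure – beta-arrestin recruitment to APJ as agonist activity, luminescent signal · Benchmarks – DMSO vs Apelin-13 10 nM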
CHOP UPR activ = apoptotic UPR (CHOP) activation; CHO-CHOP luciferase reporter, luminescence; percent of tunicamycin response over DMSO baseline; activation, % at 10 µM; hit rate 0.34% among 330,000;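 active means at 10 µM dose, activation of 40% or more, normalized to positive control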;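 further: 100% = tunicamycin at 10 µg/mL and 0% = DMSO alone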
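System: CHO-CHOP luciferase reporter cell line | Buffer or medium: F12 medium containing 10% fetal bovine serum | Doses: One dose, 10 µM in 0.5% DMSO | Times: 6 h compound exposure at 37 °C after overnight seeding | Signal: Luciferase luminescence | Read-out: % activation vs tunicamycin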
TIM10 inh = inhibits growth of TIM10 yeast strain | S. cerevisiae TIM10 strain growth, BacTiter-Glo luminescence, 24 h | inhibition, % at 10 µM | hit rate 1.4% among 330,000;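 active means inhibition of 40% or more at the single tested concentration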;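 further: wild-type TIM10 isogenic control strain grown at permissive 25 °C; 0% = DMSO yeast wells and 100% = minimal medium wells without yeast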
An asterisk follows results filed as active. These rows are one share of the data; count on the stated rates, not on these rows.

Under each structure: CXCR6 inh, tim10-1 inh, CHOP UPR activ, tim23-1 inh, APJ agonist, XBP1 UPR activ, Mdm2 MdmX PPI, APJ antag, TIM10 inh
- CCOc1ccccc1N(C(=O)c1snc(C(N)=O)c1N)C(C(=O)NCC1CCCO1)c1ccc2ncccc2c1 (stereo unspecified)
    -3, -10, 3.0, 4, 1, 1, -7, 4, 6
- CCc1nc(NCCCn2ccnc2)c2oc3ccccc3c2n1
    -4, -10, -1.0, 5, 0, 2, -18, -2, -6
- Cc1[nH]c(=O)nc(SCc2cccc(Cl)c2)c1C#N
    -3, 10, 1.5, 7, 0, -3, -12, 4, 3
- CCc1nnc(NC(=O)c2ccc(S(=O)(=O)N3CCCC3)cc2)s1
    8, -9, 0.3, -4, 0, 3, 16, -4, -13
- COc1ccc(NS(=O)(=O)c2nnc(NC(=O)c3ccccc3F)s2)cc1
    12, -7, -0.6, 11, -6, 1, 2, -3, -2
- Cc1cc(OCC(=O)N(C)C2CCCCC2)cc(C)c1Cl
    -6, 8, 3.9, 24, -2, -1, -2, -4, -16
- CN(CCCC(=O)Nc1ccccc1F)S(=O)(=O)c1ccc(F)cc1
    2, -11, 1.0, -5, -4, -1, -21, -15, 8
- O=C(CCCN1C(=O)NC2(CCCC2)C1=O)N1CCN(S(=O)(=O)c2ccccc2)CC1
    -9, 15, -0.6, 18, 0, -4, 3, -20, 13
- CCc1c(C)sc(NC(=O)Cn2nc(C)c([N+](=O)[O-])c2C)c1C(N)=O
    -6, 19, 1.4, 3, -4, 0, 7, 3, 4
- CC(C)CNc1nc(S(=O)(=O)c2ccccc2)c(Cl)s1
    -4, 17, 1.7, 18, -2, -2, -15, 9, 21
- CCOC(=O)C1=C(CSc2nc(-c3ccncc3)ccc2C#N)OC(N)=C(C#N)C1c1ccc(OC)cc1 (stereo unspecified)
    16, 45*, 5.1, 48, 4, -1, -8, -7, 21
- CCn1c(=O)cc(OCC(=O)N2CCCCCC2)c2ccccc21
    3, 6, -2.5, 22, -3, 2, 13, -35, 10
- Cc1cc(C(=O)COC(=O)/C=C/c2cccc(F)c2)c(C)n1C
    -2, 9, 0.6, 12, -1, 2, -34, -12, 20
- CN(Cc1cccnc1)C(=O)c1cc(COc2ccc3c(c2)CCCC3)on1
    -7, 37, 9.4, 12, -2, -7, -4, -4, 13
- Cc1cc(C)n(-c2nc3c(c(=O)[nH]c(=O)n3C)n2Cc2ccccc2)n1
    6, 10, -2.3, 5, 0, 1, -4, -3, -1
- O=C(O)c1ccc(CNS(=O)(=O)c2ccc3ccccc3c2)cc1
    -4, -12, -0.1, 5, 0, -2, -21, 11, 2
- FC(F)(Cl)c1nnc2ccc(Cl)nn12
    -3, -4, -0.1, 5, -4, 1, 11, -8, 3
- CCC(C)NC(=O)/C=C1\Sc2ccccc2NC1=O (stereo unspecified)
    2, 30, 1.7, 35, -1, 0, -4, -13, 28
- Cc1ccc(C)c(NS(=O)(=O)c2cc(C(=O)Nc3ccccc3-c3ccccc3)ccc2Cl)c1
    12, 32, -2.2, 20, -3, -2, 9, -4, 7
- CCn1c(SCC(=O)Nc2nonc2C)nnc1-c1ccco1
    -3, 18, 0.1, 15, -1, 1, 7, -2, 10

Part of the list above in order of molar mass, smallest number first.
Under each structure: CXCR6 inh, tim10-1 inh, CHOP UPR activ, tim23-1 inh, APJ agonist, XBP1 UPR activ, Mdm2 MdmX PPI, APJ antag, TIM10 inh
- CCC(C)NC(=O)/C=C1\Sc2ccccc2NC1=O (stereo unspecified)
    2, 30, 1.7, 35, -1, 0, -4, -13, 28
- CC(C)CNc1nc(S(=O)(=O)c2ccccc2)c(Cl)s1
    -4, 17, 1.7, 18, -2, -2, -15, 9, 21
- CCn1c(SCC(=O)Nc2nonc2C)nnc1-c1ccco1
    -3, 18, 0.1, 15, -1, 1, 7, -2, 10
- O=C(O)c1ccc(CNS(=O)(=O)c2ccc3ccccc3c2)cc1
    -4, -12, -0.1, 5, 0, -2, -21, 11, 2
- Cc1cc(C)n(-c2nc3c(c(=O)[nH]c(=O)n3C)n2Cc2ccccc2)n1
    6, 10, -2.3, 5, 0, 1, -4, -3, -1
- CCc1nnc(NC(=O)c2ccc(S(=O)(=O)N3CCCC3)cc2)s1
    8, -9, 0.3, -4, 0, 3, 16, -4, -13
- CN(Cc1cccnc1)C(=O)c1cc(COc2ccc3c(c2)CCCC3)on1
    -7, 37, 9.4, 12, -2, -7, -4, -4, 13
- O=C(CCCN1C(=O)NC2(CCCC2)C1=O)N1CCN(S(=O)(=O)c2ccccc2)CC1
    -9, 15, -0.6, 18, 0, -4, 3, -20, 13
- Cc1ccc(C)c(NS(=O)(=O)c2cc(C(=O)Nc3ccccc3-c3ccccc3)ccc2Cl)c1
    12, 32, -2.2, 20, -3, -2, 9, -4, 7
- CCOC(=O)C1=C(CSc2nc(-c3ccncc3)ccc2C#N)OC(N)=C(C#N)C1c1ccc(OC)cc1 (stereo unspecified)
    16, 45*, 5.1, 48, 4, -1, -8, -7, 21

Following part
Under each structure: CXCR6 inh, tim10-1 inh, CHOP UPR activ, tim23-1 inh, APJ agonist, XBP1 UPR activ, Mdm2 MdmX PPI, APJ antag, TIM10 inh
- Cc1ccc(S(=O)(=O)N2CCCCC2)cc1NC(=O)c1cccnc1
    -7, -3, 2.7, 8, 2, -3, -2, 6, 1
- O=C(CN1C(=O)C(=O)N(Cc2ccccc2)C1=O)Nc1ccc(F)c(Cl)c1
    -5, -1, -2.4, 18, 1, -2, -42, 18, -14
- CCCc1cc(=O)n2nc(N3CCC(C(=O)Nc4cccc(C(C)=O)c4)CC3)sc2n1
    -11, 5, 0.3, 10, -3, -9, 2, -5, 7
- CC1(c2ccccc2Cl)NC(=O)N(CC(=O)N2CCc3ccccc3C2)C1=O (stereo unspecified)
    4, 1, 0.0, 14, 6, -1, 16, 20, 0
- Cc1ccc(OCCNC(=O)c2cccc(Oc3ccc(C(F)(F)F)cc3[N+](=O)[O-])c2)cc1
    -7, 13, -0.7, 7, -2, -2, 24, 8, 4
- CCOC(=O)c1c(NC(C)=O)sc(/C(C)=N/Nc2ccc(C(=O)O)cc2)c1C
    -10, -6, 0.6, 25, -5, -7, 30, 11, -12
- O=C(O)c1cc(NC(=O)c2ccccc2F)cc(NC(=O)c2ccccc2F)c1
    5, -1, -1.4, 12, 0, 2, -11, 3, 5
- COc1ccc(CN2CCC(c3nc4ccc(Cl)cc4[nH]3)CC2)cc1
    7, -13, 2.8, 5, -1, 6, -8, -2, -11
- Cc1ccc(OCC(=O)Nc2ccc(S(=O)(=O)Nc3ccccn3)cc2)cc1
    -15, -4, 1.4, -2, -3, 1, 0, -16, 12
- CNC(=O)NC(=O)COC(=O)/C=C/c1cccc(Br)c1
    -1, 18, -2.0, 14, -4, -5, -4, 13, 11
- CN(Cc1ccc(F)cc1)Cc1nc(-c2ccccc2)no1
    -1, 4, -1.5, 8, -2, 2, -1, -14, 7
- CCN(C(=O)C(C)N1C(=O)/C(=C/c2cccs2)SC1=S)C1CCS(=O)(=O)C1 (stereo unspecified)
    -4, 15, 0.6, 23, 12, -4, 21, 0, 25
- Cc1cccc(NC(=O)c2c(O)c3ccccc3[nH]c2=O)c1
    -2, -21, 17, -6, -4, 10, -8, -15, -20
- O=C(NN1C(=O)C2C3C=CC(O3)C2C1=O)c1ccncc1 (stereo unspecified)
    -4, 6, -2.1, 7, 2, -3, 42, 2, 3
- c1ccc(CSc2nnc(-c3ccccc3)c(-c3ccccc3)n2)cc1
    11, 21, -1.2, 23, -5, 5, -38, 19, 21
- CCN1C(=NCc2ccc(OC)cc2)N[C@@H](c2ccccc2)[C@H](C(=O)OC)[C@H]1C
    2, 6, -0.6, 9, -4, 2, 12, 1, -1
- CCOc1ccc(C2=Nc3ccccc3C(c3ccc(N4CCOCC4)cc3)=NN2)cc1
    -7, 18, 5.7, -9, -2, 1, 34, 13, 16
- CC(=O)Nc1ccc(S(=O)(=O)NCc2cn3c(C)csc3n2)cc1
    -9, -3, -1.2, -2, 1, -2, 1, 8, 2
- CC(C)CCOCc1nc2sc3c(c2c(=O)[nH]1)CCC(C)C3 (stereo unspecified)
    7, 3, 7.0, 13, 1, -4, -46, -2, -1
- COc1cc(C(=O)NCCC(c2ccccc2)c2ccccc2)cc(OC)c1OC
    28, 3, 1.8, 27, 0, -4, -1, 19, -8

Carrying on.
Under each structure: CXCR6 inh, tim10-1 inh, CHOP UPR activ, tim23-1 inh, APJ agonist, XBP1 UPR activ, Mdm2 MdmX PPI, APJ antag, TIM10 inh
- CNC(CC(C)C)C(=O)NC1C(=O)NC(CC(N)=O)C(=O)NC2C(=O)NC3C(=O)NC(C(=O)NC(C(=O)O)c4cc(O)cc(O)c4-c4cc3ccc4O)C(O)c3ccc(c(Cl)c3)Oc3cc2cc(c3OC2OC(CO)C(O)C(O)C2OC2C[C@](C)(N)C(O)C(C)O2)Oc2ccc(cc2Cl)C1O (stereo partly specified)
    2, 4, -0.1, 1, -3, -6, -21, 23, 1
- CN(Cc1cn(-c2ccccc2)nc1-c1cc2ccccc2o1)C(=O)CCC(=O)O
    -8, 5, 0.0, 21, -1, 1, -12, 2, -1
- Cc1cccc(N2CCN(CC(O)COc3ccc(Cl)cc3)CC2)c1 (stereo unspecified)
    0, -60, 1.9, 35, -2, -2, -25, -2, -9
- Cc1cccc(CCN(CC(=O)NC2CCCCC2)C(=O)c2csnn2)c1
    3, 16, -1.5, 22, 4, 1, -2, 3, -4
- O=C1c2ccccc2-c2ccc(C(=O)N3CCCCC3)cc21
    4, 13, 1.8, 19, 1, 2, -8, -1, 21
- CCOC(=O)c1ccc(NC(=O)Nc2ccc(S(N)(=O)=O)cc2)cc1
    -17, 3, 0.5, 9, 6, -2, 7, -37, 5
- CC(C)(CN1CCC(Cc2ccccc2)CC1)NS(=O)(=O)c1ccccc1
    6, 15, -0.9, 24, -1, -1, 21, -3, 18
- O=C(C1=COCCO1)N1CCN(C(c2ccccc2)c2ccccc2)CC1
    7, 30, -1.5, -14, -3, -1, -17, 3, 18
- COc1ccc([C@@H]2[C@H]3C(=O)N(c4cccc(C(F)(F)F)c4)C(=O)[C@H]3ON2C)cc1
    -3, 13, -0.6, 32, -3, 0, -4, -3, 20
- Cc1ccccc1-n1c(-c2ccc(=O)[nH]n2)n[nH]c1=S
    -4, 6, 1.0, 5, 0, -5, -6, -25, -3
- CCOC(=O)N1CCN(C(=O)CCn2c(=S)[nH]c3ccccc3c2=O)CC1
    0, -3, 0.3, 9, 7, -4, 12, 7, 12
- COc1cc(CN2CC(=O)N(c3cccc(Cl)c3C)C2=S)cc(OC)c1OC
    -10, 30, 0.7, 14, -1, -6, 14, -17, -7
- O=C1c2ccccc2C(=O)c2cc(NC(=O)C3CC3)ccc21
    -16, 34, 3.8, 38, 4, 3, -124, 6, 44*
- Cc1ccccc1OCC(=O)N1N=C(C(F)(F)F)CC1(O)C(C)(C)C (stereo unspecified)
    -1, 37, -1.1, 41, 1, 0, 12, 3, 17
